# NR1D1 modulator: modulates human Rev-erb alpha binding to DNA | Rev-erbα–FITC-DNA binding, fluorescence polarization, 90 min | activity, % at 10 µM | 370,000 tested, 0.79% active;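 active = activity above about 14%, limit read from the data; passing the limit was not always enough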;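 also: 0% = DMSO wells with 35 nM protein and 100% = DMSO wells with 750 nM protein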
# ASAP1 inh: ASAP1 ArfGAP inhibition; inhibition, % at 16.5 µM; ASAP1-stimulated ARF1 GTP hydrolysis, GDP FP detection; 360,000 tested, 0.19% active; in the data active = inhibition above about 25%;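 also: 0% = vehicle with enzyme and substrate and 100% = no enzyme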
# PLCg1 inh: blocks human PLC-gamma1 enzyme activity; inhibition, % at 12.2 µM; P19174; purified PLC-gamma1, fluorogenic substrate, fluorescence; 370,000 tested, 0.84% active; in the data active = inhibition above about 9.5%
# sPLA2-III inh: Blocks human group III sPLA2 activity; QFRET BODIPY PC-A2 liposome hydrolysis, fluorescence; AID 743126; 370,000 tested, 0.56% active; Q9NZ20; inhibition, % at 12.2 µM;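 active = inhibition above mean plus 3 SD of compounds lying within the high and low control bounds, cut at about 19% in these data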;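 also: 0% = median of test compound wells and 100% = no enzyme DMSO wells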
# PLCb3 inh: inhibitors of human phospholipase C beta3 | Q01970 | Purified PLC-beta3, fluorogenic substrate, fluorescence | inhibition, % at 12.2 µM | 370,000 tested, 0.18% active; in the data active = inhibition above about 11%;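 also: 0% = median of compound wells on plate and 100% = full blocker control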
# ARFGAP1 inh: rat ARFGAP1 inhibition; Q62848; Arfgap1-stimulated ARF1 GTP hydrolysis, GDP FP detection; 360,000 tested, 0.26% active; inhibition, % at 16.5 µM;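 active = inhibition above a per-plate limit, mean inhibition of low control wells plus 3 SD, cut at about 25% in these data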;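 also: 0% = DMSO wells with enzyme and 100% = wells lacking Arfgap1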
# Target sequence (Q62848 1-136 limits assumed): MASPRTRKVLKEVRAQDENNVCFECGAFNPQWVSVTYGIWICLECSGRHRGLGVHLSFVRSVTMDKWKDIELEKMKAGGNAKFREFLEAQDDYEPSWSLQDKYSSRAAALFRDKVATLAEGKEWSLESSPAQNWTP
#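 Replicates: Single well per compound | Assay system: Truncated rat Arfgap1 GAP domain | Control set: No-Arfgap1 wells (100%) versus DMSO full-reaction wells (0%) | Times: Enzyme reaction 120 min at 25 °C after 20 min preincubation | Reagent: Human ARF1(Δ1-17)-GTP substrate | Measured by: Tracer-displacement fluorescence polarization with EDTA stop, 620/688 nm | Measure: Percent inhibition of Arfgap1-stimulated GTP hydrolysis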
# UHRF1 binding: UHRF1 methyl-DNA binding inhibition. Q96T88. UHRF1 binding to methylated oligo, TR-FRET. inhibition, % at 4.4 µM. 370,000 tested, 0.75% active; in the data active = inhibition above about 21%;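 also: UHRF1 SRA domain binding a hemimethylated CpG hairpin DNA probe; 0% = median of test compound wells and 100% = reference inhibitor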
# DDE Tn7 FP inh: disrupts Tn7 cyclic peptide binding to fibrin D-Dimer-E complex. FP displacement of FITC-Tn7 peptide from fibrin DD(E); 0% = median of compound wells per plate. inhibition, % at 8.3 µM. 370,000 tested, 0.13% active;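 active = inhibition above the mean of compounds falling within the control limits plus 3 SD of them, cut at about 14% in these data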;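 also: 0% = plate median of compound wells and 100% = 10 µM Aha-Tn7 peptide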
# Target sequence (P02675 whole entry, looked up): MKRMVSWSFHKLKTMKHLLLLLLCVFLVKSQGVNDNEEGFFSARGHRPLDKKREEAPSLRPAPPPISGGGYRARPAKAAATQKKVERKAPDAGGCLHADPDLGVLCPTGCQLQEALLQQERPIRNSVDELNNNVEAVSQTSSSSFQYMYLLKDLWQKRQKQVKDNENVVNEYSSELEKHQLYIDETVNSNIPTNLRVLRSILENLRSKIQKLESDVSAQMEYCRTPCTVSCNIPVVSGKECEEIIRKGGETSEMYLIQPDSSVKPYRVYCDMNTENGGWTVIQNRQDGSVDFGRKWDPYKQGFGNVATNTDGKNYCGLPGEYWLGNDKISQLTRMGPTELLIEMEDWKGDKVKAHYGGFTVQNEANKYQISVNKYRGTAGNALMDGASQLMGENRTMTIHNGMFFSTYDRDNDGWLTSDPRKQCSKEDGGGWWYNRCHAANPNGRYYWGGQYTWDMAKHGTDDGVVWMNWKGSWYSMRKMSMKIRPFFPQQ
#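 Test system – human fibrin DD(E) · Times – 10 min preincubation, 3 h with tracer, room temperature · Detection – fluorescence polarization of the labelled Tn7 tracer · Measure – percent inhibition normalized to high-control wells · Benchmarks – high control wells with 10 µM unlabelled Aha-Tn7 peptide (full inhibition) · Repeats – singlicate testing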
# DDE Tn6 FP inh: DD(E)-Tn6 binding inhibition, primary FP screen. P02675. Fibrin DD(E) TRITC-Tn6 fluorescence polarization displacement. inhibition, % at 8.3 µM. 370,000 tested, 0.21% active;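 active = inhibition above a per-campaign cutoff: mean of compounds within control limits plus 3 SD, cut at about 15% in these data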;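 also: 0% = median of all compound wells on the plate and 100% = blocking peptide control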
# proKLK7 act: proKLK7 (human) activation, primary screen; P49862; purified proKLK7, EDANS-DABCYL substrate fluorescence; 100% is mature enzyme control, 0% vehicle; activation, % at 7 µM; 370,000 tested, 0.9% active;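 active = activation above the mean of all tested compounds plus 3 SD, computed per campaign excluding outliers beyond control limits, cut at about 13% in these data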
# Target sequence (P49862 whole entry, looked up): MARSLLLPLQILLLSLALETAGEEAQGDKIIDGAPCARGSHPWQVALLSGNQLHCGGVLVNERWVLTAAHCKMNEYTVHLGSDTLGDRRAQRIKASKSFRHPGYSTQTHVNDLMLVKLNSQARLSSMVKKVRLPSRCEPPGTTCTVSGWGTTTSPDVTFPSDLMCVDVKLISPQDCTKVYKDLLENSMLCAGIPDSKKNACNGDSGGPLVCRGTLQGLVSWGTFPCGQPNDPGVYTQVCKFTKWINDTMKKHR
# * = called active by the depositor; . = not tested or not shown.
SMILES,NR1D1 modulator,ASAP1 inh,PLCg1 inh,sPLA2-III inh,PLCb3 inh,ARFGAP1 inh,UHRF1 binding,DDE Tn7 FP inh,DDE Tn6 FP inh,proKLK7 act
COc1ccc(CNC(=O)COC(=O)c2c(NC(C)=O)sc(C)c2C)cc1OC,-6,11,-1,1,-1,0,-1,2,-1,-0.1
Cc1c(NC(=O)c2cccc(S(=O)(=O)N3CCOCC3)c2)c(=O)n(-c2ccccc2)n1C,-2,5,2,7,1,7,-1,-5,-7,0.0
Cc1cc(C)n(CC(=O)Nc2ccc([N+](=O)[O-])cc2)n1,2,2,3,-4,-2,5,-2,-7,1,0.1
O=C(N=C1SC2CS(=O)(=O)CC2N1c1cc(Cl)ccc1Cl)C1CCCO1 (stereo unspecified),10,-3,-2,0,-6,-2,0,-5,-1,0.2
CC(C)Cn1nc(NS(=O)(=O)c2cccc3nonc23)c2cc3ccccc3nc21,-4,-5,0,-6,-15,5,-3,-2,-2,0.0
c1csc(CCCN2CCCCC2)c1,-1,-4,0,12,-4,4,1,-3,1,0.3
O=C(CCNc1ccccc1)c1cccc([N+](=O)[O-])c1,1,11,2,2,1,4,0,4,-2,-0.8
Cc1noc(N)c1C1(O)C(=O)Nc2c(Cl)cc(Cl)cc21 (stereo unspecified),-7,6,-2,7,-10,6,-3,9,4,0.5
CC1=C(C(=O)Nc2ccccc2C(=O)NCc2ccccc2)SCCO1,-5,-1,4,-6,3,-5,0,-3,-8,0.8
CCCCc1ccc(-c2nc(-c3ccncc3)no2)cc1,-11,-14,-1,6,4,10,0,8,2,-0.2

# 3 entries from above, field by field:
Cc1noc(N)c1C1(O)C(=O)Nc2c(Cl)cc(Cl)cc21 (stereo unspecified)
  NR1D1 modulator = -7; ASAP1 inh = 6; PLCg1 inh = -2; sPLA2-III inh = 7; PLCb3 inh = -10; ARFGAP1 inh = 6; UHRF1 binding = -3; DDE Tn7 FP inh = 9; DDE Tn6 FP inh = 4; proKLK7 act = 0.5

CC1=C(C(=O)Nc2ccccc2C(=O)NCc2ccccc2)SCCO1
  NR1D1 modulator = -5; ASAP1 inh = -1; PLCg1 inh = 4; sPLA2-III inh = -6; PLCb3 inh = 3; ARFGAP1 inh = -5; UHRF1 binding = 0; DDE Tn7 FP inh = -3; DDE Tn6 FP inh = -8; proKLK7 act = 0.8

CCCCc1ccc(-c2nc(-c3ccncc3)no2)cc1
  NR1D1 modulator = -11; ASAP1 inh = -14; PLCg1 inh = -1; sPLA2-III inh = 6; PLCb3 inh = 4; ARFGAP1 inh = 10; UHRF1 binding = 0; DDE Tn7 FP inh = 8; DDE Tn6 FP inh = 2; proKLK7 act = -0.2

# Carrying on.
SMILES,NR1D1 modulator,ASAP1 inh,PLCg1 inh,sPLA2-III inh,PLCb3 inh,ARFGAP1 inh,UHRF1 binding,DDE Tn7 FP inh,DDE Tn6 FP inh,proKLK7 act
COc1ccc(N(CC(=O)NC2CCCC2)C(=O)Cn2nnc(-c3ccc(C)o3)n2)cc1,-2,0,3,-1,2,-1,5,5,3,0.0
O=[N+]([O-])c1ccc(-c2cn(-c3ccc(Cl)cc3)c(=S)[nH]2)cc1,-5,-14,-2,-2,1,9,3,0,-5,-0.6
CCOc1ccc(-n2c(SCC(=O)Nc3cccc4ccccc34)nnc2-c2ccccc2)cc1,-3,.,-2,0,2,.,-1,-5,-2,0.0
Cc1cc(C(=O)NN=Cc2c(C)[nH]c3ccccc23)c(C)o1,1,2,-25,5,-34,-3,-10,6,8,-1.0
O=C(Cn1cnc([N+](=O)[O-])n1)N/N=C/c1ccccc1O,0,-3,0,-2,1,-12,-2,-4,1,-0.2
CC(C)CN(C(=O)COC(=O)CSc1ccc(Br)cc1)C1CCS(=O)(=O)C1 (stereo unspecified),5,-2,0,-2,-6,1,-1,-2,1,0.1
COc1ccc(-n2c(CN3CCN(c4ccccn4)CC3)nc3ccc([N+](=O)[O-])cc3c2=O)c(OC)c1,-1,1,0,-2,-9,-13,5,2,0,0.0
COc1ccc(C)cc1NC(=O)c1nn(C)c(C(=O)Nc2cc(C)ccc2OC)c1[N+](=O)[O-],-5,-3,-1,1,-7,8,1,6,10,0.1
CC(=O)c1ccc(NC(=S)N2c3ccccc3CC2C)cc1 (stereo unspecified),-4,-12,6,10,-2,14,6,-2,-14,0.0
CC(Oc1ccc2c3c(c(=O)oc2c1)CCC3)C(=O)NCc1ccccn1 (stereo unspecified),2,1,-5,3,-15,4,-1,7,3,0.0
O=C1CC[C@H](O)CCN1[C@H](CSc1ccc(Br)cc1)Cc1ccccc1,2,-5,-4,-6,-2,17,-1,-9,0,-0.4
CCn1c(SCC(=O)N2CCCc3ccccc32)nnc1-c1ccco1,1,8,5,7,3,-10,2,-5,1,-0.9
COc1ccc(NC(=S)NC(=NS(=O)(=O)c2ccc(Cl)cc2)c2ccccc2)cc1,7,5,4,0,8,-1,2,2,1,-0.2
O=C1C2C3C=CC(C4CC34)C2C(=O)N1CCCCN1CCN(c2ccc(F)cc2)CC1 (stereo unspecified),6,2,-1,2,-9,5,3,-1,-3,0.3
Cc1ccc(-n2c(C)c([N+](=O)[O-])c3ccc(O)c(CN(C)C)c32)cc1,0,-12,9,-30,8,-2,0,2,0,-0.3
COc1ccc(C(=O)Oc2ccc(C(C)=O)cc2)c(OC)c1,-3,-12,10*,-7,1,2,6,4,0,0.2
COc1ccccc1/C=N/NC(=O)c1ccc(N(C)S(=O)(=O)c2ccccc2)cc1,2,1,-11,-1,-7,15,-2,-7,0,-0.9
O=S(=O)(NCCO)c1cccc2cccnc12,-6,10,2,1,5,4,-1,-8,-6,-0.4
Cc1ccc(CN(CC(=O)NC2CCCCC2)C(=O)c2csnn2)cc1,4,-3,-1,0,-4,-2,1,-3,-7,-0.2
CCCN(CCC)CCCNC(=O)CC1Nc2ccccc2NC1=O (stereo unspecified),3,8,-27,-2,-36,13,0,0,-1,-0.6
COc1ccc(-n2c(SCC(=O)Nc3cc(C)on3)nc3c(c2=O)SCC3)cc1OC,1,11,0,4,-8,-15,1,2,-8,1.3
O=S(=O)(c1ccc(NC(=S)NCc2cccnc2)cc1)N1CCCCC1,5,-3,1,-14,-4,19,1,-1,-1,0.1
O=C(c1ccccc1)c1c[nH]c2ccccc12,6,-2,0,-4,-2,-6,-1,-4,-1,0.0
O=C(CN1CCN(c2ccccc2Cl)CC1)NC1CCCc2ccccc21 (stereo unspecified),-1,8,0,6,-2,7,2,4,6,0.2
Nc1cc(Cl)ccc1C(=O)OCC(=O)NC1CCS(=O)(=O)C1 (stereo unspecified),-3,5,-110,-3,-126,-3,0,1,5,1.6
Cc1ccccc1CC(=O)NCc1cccnc1,2,-13,3,10,-3,0,4,0,-3,0.4
O=C(C1CC(=O)N(c2ccc3c(c2)OCCO3)C1)N1CCCC(C(F)(F)F)C1 (stereo unspecified),0,-5,4,7,-5,0,1,-4,3,-0.1
COc1cc(NC(=S)NCc2cccnc2)c(OC)cc1Cl,1,13,2,2,3,-5,-2,0,4,-0.5
CSc1ccccc1NC(=O)COC(=O)Cc1ccsc1,-4,2,1,4,0,-2,8,7,5,0.0
COc1ccc(OC)c(-c2cc(C(=O)Nc3cccc(Cl)c3)no2)c1,9,9,2,2,0,1,-4,3,1,-0.5
CCOC(=O)C(C)On1c(-n2nc(C)cc2C)nc2ccccc2c1=O (stereo unspecified),2,7,-5,6,-7,-8,2,-1,-5,-0.4
Cc1cc(C)c2ccc(C(=O)O)nc2c1O,0,-10,-1,10,0,3,0,-1,8,0.3
O=C(CCc1ccc(S(=O)(=O)N2CCOCC2)cc1)Nc1ccc(F)c(F)c1F,12,-3,-3,4,-2,2,0,-4,-6,-0.3
CCCSc1nc2c(cnn2-c2ccc(F)cc2)c(=O)[nH]1,2,0,5,-8,3,7,-2,0,4,0.6
CC(=O)C1(O)C(C)CC2C3CC=C4CC(O)CCC4(C)C3CCC21C (stereo unspecified),6,-4,-1,2,1,-4,11,-1,-1,0.4
COc1ccc(CC(=O)NC(C)c2ccc3ccccc3c2)cc1 (stereo unspecified),1,-4,1,-6,-1,-6,-3,0,6,0.2
COC(=O)N/N=C\c1cccc(OC(=O)c2cccs2)c1,-6,-10,-1,3,2,2,-2,5,3,-0.2
CC(=O)N1CCN(C(=O)CCc2cc(C(C)(C)C)c(O)c(C(C)(C)C)c2)CC1,6,-9,0,4,-9,2,0,1,0,-0.2
O=C(NCC1CCCO1)c1ccc2c(c1)N(Cc1ccccc1)C(=O)CS2 (stereo unspecified),-5,5,0,0,-4,16,2,1,-3,0.2
CC(=O)Nc1ccc(NC(=O)c2ccc(Cl)c(S(=O)(=O)N3CCc4ccccc43)c2)cc1,-10,-14,1,2,-7,-8,-1,3,-7,-0.1
O=C(/C=N/O)Nc1cccnc1,2,-3,0,0,5,-1,2,1,-1,0.1
CNC(=O)N(O)C1N(C)C(=O)N(CC(=O)OC)C1(C)C (stereo unspecified),.,0,0,7,3,4,0,-5,7,-0.6
COc1cc(OC)cc(C(=O)N2c3ccc(F)cc3CCC2C)c1 (stereo unspecified),0,-7,0,0,3,-11,0,-4,1,0.2
COc1cccc(-n2c(SCC(=O)c3c[nH]c4ccccc34)nc3ccccc3c2=O)c1,69*,12,-1,-2,1,6,-3,-3,9,0.0
CCC(=O)Oc1ccc(C(CC)C(CC)c2ccc(OC(=O)CC)cc2)cc1 (stereo unspecified),0,-2,1,11,-4,5,0,6,4,0.3
CCCC1Cc2c(sc3nc(SC)nc(N)c23)CO1 (stereo unspecified),24,-7,2,1,0,8,-3,-2,-3,0.1
COc1ccccc1CC1(C)NC(=O)N(CC(=O)N2CCc3ccccc3C2)C1=O (stereo unspecified),1,-2,2,0,3,5,1,-2,1,0.2
COc1ccccc1C(=O)O/N=C1/CCCc2c1ccc(OC)c2[N+](=O)[O-],.,-15,-2,-6,0,-10,-3,-2,1,0.3
COc1ccccc1/C=c1\sc2nc(-c3ccccc3OC)nn2c1=O,-4,6,0,-17,0,6,-3,-1,-15,-0.7
Cc1ccc(CNC(=O)CCS(=O)(=O)c2ccc3c(c2)NC(=O)CS3)cc1,0,12,2,-5,-4,5,0,2,-1,-0.7

# The list continues:
SMILES,NR1D1 modulator,ASAP1 inh,PLCg1 inh,sPLA2-III inh,PLCb3 inh,ARFGAP1 inh,UHRF1 binding,DDE Tn7 FP inh,DDE Tn6 FP inh,proKLK7 act
C/C(=N\Nc1nncc2ccccc12)c1ccc(OCC(=O)N(C)C)cc1,-7,2,-1,5,-8,6,-1,6,4,0.3
Cc1ccsc1-c1n[nH]c(=S)n1C1CCCCC1,-1,-6,1,15,0,-7,-3,-3,-1,-0.3
CCC(NC(=O)Cc1cccs1)c1ccccc1 (stereo unspecified),-4,-2,0,-1,-2,0,-4,-3,8,0.5
Cc1cc(C)nc(NC(=O)c2ccc(Cl)cc2Cl)n1,-3,1,-4,3,-9,1,0,2,5,-0.9
CN1CCN(c2nc3c(c(=O)n(C)c(=O)n3C)n2Cc2ccccc2F)CC1,-3,-13,2,5,-5,6,60*,-3,-1,0.0

# From PubChem BioAssay
